ERAP1 inh: human ERAP1 aminopeptidase inhibitors, primary screen, biochemical, single point, plate reader; recombinant ERAP1, Leu-AMC fluorescence, 60 min; inhibition, % at 10.7 µM; 0.15% of 340,000 active; AID 652197, 2013;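 active = mean replicate inhibition of at least 30%, or all replicates individually reaching that 30% level; inactive = mean below 30% and not every replicate reaching it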;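 also: 0% = neutral control wells and 100% = L-leucinethiol positive control wells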
Casp6 inh: human caspase-6 inhibitors, primary screen, biochemical, VEID-R110 fluorescence, single point, set 2; 0.53% of 350,000 active; inhibition, % at 12.5 µM; purified caspase-6, Z-VEID-R110 cleavage fluorescence; AID 686996, 2013;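 active = mean inhibition across replicates at least about 35%, with every replicate also reaching that limit, limit read from the data; inconclusive = only one of the two criteria met; inactive = neither criterion met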;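 also: 0% = median of neutral control wells and 100% = no fluorescence left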
Target sequence (P55212 24-179 limits assumed): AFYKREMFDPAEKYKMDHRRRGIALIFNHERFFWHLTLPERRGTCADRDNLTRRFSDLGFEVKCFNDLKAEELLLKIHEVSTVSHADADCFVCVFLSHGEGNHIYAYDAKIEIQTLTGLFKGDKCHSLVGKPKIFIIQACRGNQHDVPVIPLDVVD
Target sequence (P55212 194-293 limits assumed): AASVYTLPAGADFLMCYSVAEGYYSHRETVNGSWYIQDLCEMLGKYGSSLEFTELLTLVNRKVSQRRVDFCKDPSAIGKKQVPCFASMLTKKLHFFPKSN
ERp5 inh: inhibitors of ERp5-driven insulin aggregation, primary screen, biochemical, turbidity, absorbance 650 nm, single point. 90 min. inhibition, % at 9.99 µM. 0.05% of 350,000 active;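 active = mean replicate inhibition above about 25%, with every replicate also reaching it, limit read from the data, passing the limit was not always enough; inconclusive = only one of those two criteria met; inactive = neither criterion met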
Target sequence (Q15084 whole entry, looked up): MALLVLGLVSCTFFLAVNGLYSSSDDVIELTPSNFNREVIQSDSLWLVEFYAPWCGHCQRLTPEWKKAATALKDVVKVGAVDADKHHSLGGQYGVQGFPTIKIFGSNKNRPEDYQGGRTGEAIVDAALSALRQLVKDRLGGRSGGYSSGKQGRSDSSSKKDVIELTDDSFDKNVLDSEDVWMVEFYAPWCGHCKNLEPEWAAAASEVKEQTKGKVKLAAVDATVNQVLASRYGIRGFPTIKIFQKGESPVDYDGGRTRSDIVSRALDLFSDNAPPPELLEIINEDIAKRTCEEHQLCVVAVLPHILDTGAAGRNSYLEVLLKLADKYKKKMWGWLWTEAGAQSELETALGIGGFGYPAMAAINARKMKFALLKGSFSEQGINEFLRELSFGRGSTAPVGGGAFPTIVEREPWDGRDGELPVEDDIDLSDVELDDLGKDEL
SIRT5 inh: SIRT5 desuccinylase inhibitors, primary screen, biochemical, fluorescence imaging, single point, set 5; inhibition, % at 15 µM; Purified SirT5, succinyl-peptide AMC, trypsin-coupled fluorescence; 1.1% of 330,000 active; AID 652115, 2013; in the data active = inhibition above about 15%; inconclusive = no clear call, values can overlap the other calls
Target sequence (Q9NXA8 whole entry, looked up): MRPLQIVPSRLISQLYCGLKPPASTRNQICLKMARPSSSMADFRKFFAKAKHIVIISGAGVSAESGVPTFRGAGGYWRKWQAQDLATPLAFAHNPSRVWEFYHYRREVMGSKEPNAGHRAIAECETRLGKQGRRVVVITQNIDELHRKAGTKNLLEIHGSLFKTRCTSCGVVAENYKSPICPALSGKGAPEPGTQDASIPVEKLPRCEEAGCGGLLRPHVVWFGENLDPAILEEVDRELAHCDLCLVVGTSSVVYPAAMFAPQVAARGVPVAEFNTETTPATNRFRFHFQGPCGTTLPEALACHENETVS
miR122 inh: miR-122 Renilla sensor signal increase in Huh7, primary screen, miR-122 inhibitor project, cell-based, single point, plate reader; activation (reporter increase), % at 12.5 µM; Huh7 miR-122 Renilla luciferase sensor, 48 h; neutral wells = 0, positive control = 100; 0.3% of 340,000 active;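 active = mean replicate activation score at least 90 and every replicate individually at or above 90; inconclusive = only one of the two criteria met; inactive = neither criterion met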;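 also: higher luciferase means less miR-122 activity so hits act as miR-122 inhibitors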
DENV2 CPE rescue: inhibitors of DENV2 cytopathic effect, primary screen, cell-based, plate reader, single concentration. CPE inhibition, % at 9.99 µM. 1.7% of 350,000 active. DENV2-infected cells, cytopathic effect rescue; in the data active = CPE inhibition above about 20%, passing the limit was not always enough; inconclusive = no clear call, values can overlap the other calls; tested in BHK-21 cells;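 also: 0% = median of neutral control wells and 100% = median of positive control wells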
F508del corr: F508del CFTR correction, initial screen, CFBE line, single point | CFBE cells, YFP halide quenching; stimulated with forskolin plus potentiator P3; % fluorescence drop versus neutral controls | activity (quench increase), % at 7.58 µM | 0.36% of 350,000 active;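 active = mean added fluorescence quench of at least 8% versus neutral control, with both replicates also reaching 8%; inconclusive = only one of the mean or replicate conditions met; inactive = mean below 8% and not both replicates reaching 8%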;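 also: cells transiently co-express mutant CFTR-F508del with the halide-sensitive YFP; corrector assay measuring rescue of mutant channel to the surface after 24 h compound exposure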
Active calls of the source: *; ? = inconclusive; nt = not tested or not shown; & = joins results of further samples; [ ] = another dose, or the depositor's remark.

SMILES	ERAP1 inh	Casp6 inh	ERp5 inh	SIRT5 inh	miR122 inh	DENV2 CPE rescue	F508del corr
Fc1cccc(Cc2c(-c3cccc(Cl)c3)nc3c(Cl)cc(C(F)(F)F)cn23)c1	0	11	-1	-5	-6	?	0.6
COCC#Cc1cnc2c(c1)C(=O)N([C@H](C)CO)C[C@@H](C)[C@H](CN(C)C(=O)Cc1cccnc1)O2	-1	4	-4	-8	2[16.7 µM]	7	-0.1
COc1ccc(Nc2nc(Cl)nc(NCc3ccco3)n2)cc1	2	0	2	2	nt	nt	nt
COc1ccccc1C#Cc1ccc2c(c1)[C@@H]1NCC[C@@H]1[C@H](CO)N2	nt	nt	-6	-2	nt	9	1.1
CCOC(=O)C1=C(C)NC(SC)=C(C#N)C1CC(C)C (configuration not stated)	1	4	2	nt	28	4	?
C=CCc1cc(OC)ccc1OCCN1CC(C)OC(C)C1 (configuration not stated)	-2	-1	2	102*	3	6	-0.5
COc1ccc(/C=N/OC(=O)Nc2ccccc2)cc1[N+](=O)[O-]	6	1	4	-5	nt	-5	nt
COC(=O)C1=C(C)N(C)C(=NCc2ccc3c(c2)OCO3)NC1c1cccc(Cl)c1 (configuration not stated)	-4	-5	0	nt	nt	-7	-2.6
Cc1c(C(=O)N(C)C)sc(NC(=O)c2cc([N+](=O)[O-])cc([N+](=O)[O-])c2)c1C#N	6	2	0	2	0	nt	nt
CCCCn1c(N)c(N(Cc2ccccc2OC)C(=O)c2ccc([N+](=O)[O-])s2)c(=O)[nH]c1=O	2	3	4	-5	nt	?	-0.2
CC(C)C#Cc1ccc2c(c1)O[C@H](CN(C)C(=O)c1cnccn1)[C@@H](C)CN([C@@H](C)CO)S2(=O)=O	-2	-2	-3	0	-6[16.7 µM]	-11	4.6
Cc1ccc(-c2ccc3c(c2)O[C@H](CN(C)Cc2ccccn2)[C@H](C)CN([C@@H](C)CO)S3(=O)=O)cc1	-3	2	-3	4	-10[16.7 µM]	9	4.0
COc1ccc(NC(=O)CSc2nnc(CCC(=O)O)c(=O)n2N)cc1	2	7	2	0	3	-12	1.9
CO[C@@H]1CN(C)C(=O)c2cc(NC(=O)NC3CCCCC3)ccc2OC[C@H](C)NC[C@@H]1C	-2	3	2	1	1[16.7 µM]	-15	-1.1
CCOC(=O)C1(C)CCCN(C(=O)c2ccc(C#N)cc2)C1 (configuration not stated)	1	-3	6	1	-4	-13	-2.6
C[C@@H]1CCCCO[C@@H](CN(C)S(=O)(=O)c2ccccc2)[C@@H](C)CN([C@@H](C)CO)C(=O)c2cc(NC(=O)C3CCCCC3)ccc2O1	0	0	-3	4	-7[16.7 µM]	0	-4.0
Cc1ccc(-n2c(=O)c3ccccc3n(CC(=O)NCc3ccco3)c2=O)cc1	-2	0	-2	-4	-6	-3	0.8
O=C(CCCC(=O)N1CCN(c2ccc([N+](=O)[O-])cc2)CC1)c1ccccc1	2	-1	-7	nt	nt	-4	nt
O=C(Nc1ccc(O)cc1)c1ccc(NC(=O)c2ccco2)cc1	-1	-3	-1	0	-2	1	4.1
Cc1ccc(NC(=O)COc2ccccc2[N+](=O)[O-])nc1	3	0	1	-3	-8	3	-3.5
C[C@@H]1CN([C@@H](C)CO)C(=O)Cc2cc(NC(=O)Nc3ccccc3)ccc2O[C@@H]1CN(C)S(=O)(=O)c1ccccc1	-4	1	3	7	5[16.7 µM]	-3	-0.5
CCCCOc1ccc(C(=O)NCC(=O)OCCCOC(=O)CNC(=O)c2ccc(OCCCC)cc2)cc1	-3	1	4	-4	-2	1	-3.5
O=C(NC(=S)NCc1ccc(Cl)cc1)c1ccco1	2	0	-1	nt	-1	-5	4.2
C[C@H](CO)N1C[C@H](C)[C@@H](CN(C)C(=O)Nc2cccc3ccccc23)OCCCC[C@H](C)Oc2ccc(NC(=O)CCC(F)(F)F)cc2C1=O	nt	nt	nt	nt	-5[16.7 µM]	-8	-2.0
COc1cccc(S(=O)(=O)N[C@H]2CC[C@H](CCn3cc(-c4ccccn4)nn3)O[C@@H]2CO)c1	1	-2	-1	2	nt	?	1.7
Carrying on.
SMILES	ERAP1 inh	Casp6 inh	ERp5 inh	SIRT5 inh	miR122 inh	DENV2 CPE rescue	F508del corr
CCc1nn(C(CC)C(=O)NCc2cccc(OC)c2OC)c(=O)c2cc3occc3n12 (configuration not stated)	-6	3	6	-2	-6	-1	-0.2
CCCCCN(C(=O)COC(=O)c1ccc(C)cc1)c1c(N)n(CCCC)c(=O)[nH]c1=O	0	13	-1	-7	-17	2	-2.1
CN(CC1COc2ccccc2O1)C(=O)Cn1cc(C(F)(F)F)ccc1=O (configuration not stated)	-5	-1	-4	-1	nt	0	2.0
Cc1ccc(C)c(COC(=O)c2cc(S(=O)(=O)N3CCCCC3)ccc2N2CCOCC2)c1	2	2	-1	-2	nt	2	2.8
C[C@@H](c1ccccc1)N1C[C@H]2CCCN2c2cc(Br)ccc2S1(=O)=O	1	3	2	-6	20	-14	1.2
COc1ccc(C(C(=O)NC2CCCC2)N(CCCO)C(=O)c2snc(C(N)=O)c2N)cc1 (configuration not stated)	3	1	0	-4	-3	-2	1.5
NC(=O)c1ccccc1NC(=O)CN1CCN(Cc2ccc(Cl)cc2Cl)CC1	-12	3	9	0	-4	?	0.4
CCOC(=O)C1CCN(C(=O)/C=C/c2ccc3c(c2)OCO3)CC1	0	5	2	-3	-3	4	-1.6
O=C(NCCCN1CCOCC1)C(=O)N/N=C/c1ccccc1O	0	-6	1	3	nt	14	3.0
COc1ccc(-c2[nH]ncc2/C=N/NC(=O)c2ccc(Br)cc2)c(OC)c1	3	-2	-1	nt	2	2	1.5
CCCC(C)NC(=O)c1cc(S(=O)(=O)N2CCCCCC2)ccc1OC (configuration not stated)	1	-165	-2	-2	-13	0	-1.0
Cc1ccc(NC(=O)Cc2ccsc2)cc1Cl	3	1	1	1	-7	-9	-2.1
Oc1ccccc1-c1ccn[nH]1	1	2	8	nt	-1	-10	3.4
C[C@@H]1CCCCO[C@H](CN(C)CC2CCCCC2)[C@H](C)CN([C@H](C)CO)C(=O)c2cc(NC(=O)Nc3cccc4ccccc34)ccc2O1	-3	2	1	1	-25[16.7 µM]	-4	-1.5
CCOCCCn1c(SCC(=O)Nc2ccccc2)nc2ccccc2c1=O	-2	1	3	nt	-4	-3	-3.4
CCOc1cccc(CN2CCC(CCC(=O)NC3CC3)CC2)c1O	0	-3	3	-2	1	5	-0.4
COc1cccc(C(=O)Nc2nnc(S(=O)(=O)N3CCCCC3)s2)c1	3	-1	1	-1	-3	1	1.0
Cc1c(Br)c([N+](=O)[O-])nn1C(C)C(=O)Nc1ccc2c(c1)OCO2 (configuration not stated)	1	-1	-1	-4	2	-8	1.8
CCOC(=O)C1=CN(Cc2cccc(-c3ccc(Cl)nc3)c2)S(=O)(=O)N(C)C1C (configuration not stated)	0	-1	-5	-3	nt	-4	0.1
CC(=O)NC(=S)Nc1cc(C(=O)O)ccc1Cl	0	-3	-4	-2	nt	16	1.1
O=C(CN1CCN(c2ccc(O)cc2)CC1)N(C1CC1)C1CCS(=O)(=O)C1 (configuration not stated)	0	-5	-8	-3	-6	-6	-1.0
CC(C)CN(C(=O)COC(=O)C12CC3CC(CC(Cl)(C3)C1)C2)c1c(N)n(Cc2ccccc2)c(=O)[nH]c1=O	-1	-3	10	-1	-2	2	-1.6
CCCCn1c(N)c(N(CC(C)C)C(=O)CSCC(=O)Nc2cccc(C)c2)c(=O)[nH]c1=O	-7	2	-5	0	-6	-2	1.1
CCN(C(=O)COC(=O)C1CCC(C(C)(C)C)CC1)c1c(N)n(Cc2ccccc2)c(=O)[nH]c1=O (configuration not stated)	1	-1	nt	1	nt	-8	4.0
Cc1ccc2c(c1)CCO[C@]21O[C@H](CCO)C[C@H](O)[C@H]1O	6	1	8	-2	-1	-5	-5.9
The listing continues.
SMILES	ERAP1 inh	Casp6 inh	ERp5 inh	SIRT5 inh	miR122 inh	DENV2 CPE rescue	F508del corr
CC(=O)c1ccc(OC(C)C(=O)NCC2(N3CCOCC3)CCCCC2)cc1 (configuration not stated)	3	0	-7	nt	5	0	-2.7
Cc1cc(N2CCNC[C@@H]2C)ccc1N1C[C@@H](C)O[C@@H](C)C1	-4	-5	3	nt	nt	?	4.0
CCCCCCCN(C(=O)CCl)c1cccc(C)c1	-1	5	?	nt	-66	2	nt
C[C@H](CO)N1C[C@H](C)[C@H](CN(C)C(=O)C2CCCCC2)Oc2ncc(C#Cc3ccccc3F)cc2C1=O	0	0	-1	6	5[16.7 µM]	-4	4.8
CC1CCCC(NC(=O)CSc2nnc(-c3cccnc3)o2)C1C (configuration not stated)	16	-1	-10	-10	1	4	-5.0
CN1C[C@H](C(=O)N[C@]2(C)O[C@@]3(O)[C@@H]4CCCN4C(=O)[C@H](Cc4ccccc4)N3C2=O)CC2c3cccc4[nH]cc(c34)C[C@H]21 (some centres not stated)	-4&0	3&-1	6&-6	-5&1	-3&-1	-5&4	-1.8&-3.0
O=C(O)CCn1cc(/C=N/O)c(-c2cccc([N+](=O)[O-])c2)n1	0	nt	2	5	nt	9	-2.1
COc1ccc(NC(=O)c2ccc(N3C(=O)C4CC=C(C)CC4C3=O)cc2)c(OC)c1 (configuration not stated)	1	1	-2	-2	nt	-5	-3.7
CSc1ccc(C(=S)N2CCCC2)cc1	0	1	8	1	14	0	-3.9
OC1COC(OCC2OC(OCc3ccccc3)C(O)C(O)C2O)C(O)C1O (configuration not stated)	3	2	-3	nt	2	4	-1.6
Cc1ccccc1OCC(O)Cn1c(=N)n(Cc2ccccc2)c2ccccc21 (configuration not stated)	2	6	9	-4	nt	-6	0.2

Reformatted bar-delimited: part of the list above
structure | ERAP1 inh | Casp6 inh | ERp5 inh | SIRT5 inh | miR122 inh | DENV2 CPE rescue | F508del corr
CC(=O)c1ccc(OC(C)C(=O)NCC2(N3CCOCC3)CCCCC2)cc1 (configuration not stated) | 3 | 0 | -7 | nt | 5 | 0 | -2.7
Cc1cc(N2CCNC[C@@H]2C)ccc1N1C[C@@H](C)O[C@@H](C)C1 | -4 | -5 | 3 | nt | nt | ? | 4.0
CCCCCCCN(C(=O)CCl)c1cccc(C)c1 | -1 | 5 | ? | nt | -66 | 2 | nt
C[C@H](CO)N1C[C@H](C)[C@H](CN(C)C(=O)C2CCCCC2)Oc2ncc(C#Cc3ccccc3F)cc2C1=O | 0 | 0 | -1 | 6 | 5[16.7 µM] | -4 | 4.8
CC1CCCC(NC(=O)CSc2nnc(-c3cccnc3)o2)C1C (configuration not stated) | 16 | -1 | -10 | -10 | 1 | 4 | -5.0
CN1C[C@H](C(=O)N[C@]2(C)O[C@@]3(O)[C@@H]4CCCN4C(=O)[C@H](Cc4ccccc4)N3C2=O)CC2c3cccc4[nH]cc(c34)C[C@H]21 (some centres not stated) | -4&0 | 3&-1 | 6&-6 | -5&1 | -3&-1 | -5&4 | -1.8&-3.0
O=C(O)CCn1cc(/C=N/O)c(-c2cccc([N+](=O)[O-])c2)n1 | 0 | nt | 2 | 5 | nt | 9 | -2.1
COc1ccc(NC(=O)c2ccc(N3C(=O)C4CC=C(C)CC4C3=O)cc2)c(OC)c1 (configuration not stated) | 1 | 1 | -2 | -2 | nt | -5 | -3.7
CSc1ccc(C(=S)N2CCCC2)cc1 | 0 | 1 | 8 | 1 | 14 | 0 | -3.9
OC1COC(OCC2OC(OCc3ccccc3)C(O)C(O)C2O)C(O)C1O (configuration not stated) | 3 | 2 | -3 | nt | 2 | 4 | -1.6
Cc1ccccc1OCC(O)Cn1c(=N)n(Cc2ccccc2)c2ccccc21 (configuration not stated) | 2 | 6 | 9 | -4 | nt | -6 | 0.2
